Screens as filed in PubChem BioAssay.
PfHsp40 rescue: compounds rescuing yeast from Plasmodium falciparum HSP40 toxicity; growth rescue, % at 12.5 µM; hit rate 0.68% among 340,000; S. cerevisiae expressing PfHsp40, growth rescue, ATP luminescence; AID 504582; in the data active = growth rescue above about 28%, passing the limit was not always enough; inconclusive = no clear call, values can overlap the other calls;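 also: yeast W303a lacking pdr1 and pdr3 grown in galactose medium; growth measured after three days at 30 °C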
BoNT-A LC inh2: blocks Botulinum neurotoxin A light chain protease; multiplex microsphere protease substrate cleavage, flow cytometry; inhibition, % at 10 µM; hit rate 0.17% among 360,000; also: plate controls were buffer without enzyme for full effect and enzyme alone for no effect
Vc quorum ag: inducers of Vibrio cholerae quorum light production without autoinducers; hit rate 0.16% among 350,000; AID 588436; activation, % at 18.7 µM; V. cholerae BH1578 lux reporter, luminescence, 6 h; in the data active = activation mostly above about 9.7%, no sharp cut-off; inconclusive = no clear call, values can overlap the other calls; inactive = mostly below about 3.7%; also: not every result past the cut was called active; inactives centre near 0; reference of the scale not given here
SSB-PriA inh: inhibitors of Klebsiella pneumoniae PriA binding to SSB C-terminal tail. AlphaScreen SSBct-PriA binding, biotinylated peptide. inhibition, % at 33 µM. hit rate 0.6% among 430,000. AID 1272365; in the data active = inhibition mostly above about 37%, no sharp cut-off; inactive = mostly below about 20%;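 also: plate controls were negative control peptide for no effect and reference peptide for full effect; strong numbers were not always called active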
PrPC surface inh: inhibitors of human cell surface prion protein PrPC | P04156 | TR-FRET read-out | inhibition, % at 13.8 µM | hit rate 0.43% among 370,000; in the data active = inhibition above about 24%; also: 0% = median of the test wells and 100% = reference compound wells
Yp Topo-I inh: inhibitors of Yersinia pestis topoisomerase I; AID 504884; Y. pestis Topo-I cleavage product accumulation, plate reader; activity, % at 10 µM; hit rate 0.064% among 360,000; in the data active = activity above about 50%, passing the limit was not always enough; inconclusive = no clear call, values can overlap the other calls; also: inactives centre near 2
TcdB GH inh: inhibitors of Clostridioides difficile toxin B glycohydrolase; P18177; inhibition, % at 9.99 µM; AID 652162; hit rate 0.24% among 350,000; TcdB glycohydrolase enzymatic assay, plate reader; in the data active = inhibition above about 10%
Anthrax LF prot: inhibitors of Bacillus anthracis lethal factor protease. P15917. multiplex microsphere protease cleavage assay, LF. inhibition, % at 10 µM. hit rate 0.12% among 360,000. AID 588501; also: plate controls were buffer without enzyme for full effect and enzyme alone for no effect
SARS 3CLpro inh: SARS-CoV 3CLpro protease inhibition; P0C6X7; recombinant SARS-CoV 3CLpro, quenched FRET peptide cleavage; inhibition, % at 6 µM; hit rate 0.14% among 290,000; in the data active = inhibition above about 12%
Active calls of the source: *; i = inactive; ? = inconclusive; . = not tested or not shown; & = joins results of further samples. Rule as the data show it, unless noted: active = inhibition above about 30%; inconclusive = no clear call, values can overlap the other calls; inactive = below that.

SMILES	PfHsp40 rescue	BoNT-A LC inh2	Vc quorum ag	SSB-PriA inh	PrPC surface inh	Yp Topo-I inh	TcdB GH inh	Anthrax LF prot	SARS 3CLpro inh
O=C(CCc1ccccc1)Nc1c(F)cccc1F	0.3	-4.5	-0.2	-22	-6	11	.	-10	-2
COc1ccc(S(=O)(=O)N2CCC(C(=O)NCC3CC3)CC2)cc1	0.4	-1.8	i	-8	4	4	-0.7	4	-1
O=C(NCc1ccc(Cl)cc1)C1CCC(=O)N(C2CC2)C1 (stereo not given)	-0.9	-3.1	0.2	-7	1	-5	1.7	-5	-1
Cc1ccc(N2C(=O)c3ccc(C(=O)O)cc3C2=O)cc1C	-0.3	-0.9	-0.4	-15	-1	-5	.	-4	3
Cc1ccc(C(=O)COC(=O)c2cc(Cl)nc3ccccc23)cc1	-0.4	-0.7	-0.4	-19	-1	5	.	?	-1
O=C(NCCc1ccccc1)C1CCCN1C(=O)Nc1ccc(Cl)cc1 (stereo not given)	0.1	0.3	i	2	5	9	1.6	29	3
COc1ccc(CN2C(=O)c3ccccc3C2(C)c2nc3ccccc3[nH]2)cc1 (stereo not given)	.	-0.3	.	.	-3	.	0.7	-6	.
c1ccc(SCc2nc(-c3ccncc3)n[nH]2)nc1	-0.7	-0.2	-0.3	-24	3	-7	0.8	-2	2
CC(=O)c1cccc(NC(=O)C2CCN(S(=O)(=O)c3ccc(F)cc3)CC2)c1	-0.3	-0.3	-0.3	-5	-1	0	.	-5	-1
O=C(O)c1ccc2c(c1Nc1ccccc1)C(=O)c1ccccc1C2=O	-1.9	-2.1	-0.7	-5	-19	-16	0.2	-3	4
Cn1c(=O)c(=O)n(C)c2cc([N+](=O)[O-])c([N+](=O)[O-])cc21	-1.4	1.1	-0.7	2	-30	0	-0.3	0	0
Cc1[nH]n(-c2ccccc2)c(=O)c1/C=N/NC(=O)c1cccc([N+](=O)[O-])c1	?	-0.9	-0.7	.	2	3	.	-4	-4
CCN(CC)C(=O)c1cccc(-c2csc(C(C)(O)c3cccc(F)c3)n2)c1 (stereo not given)	.	0.0	-1.2	.	9	30	-0.2	4	.
COc1ccc(C2=NOC3(CC(=O)N(c4ccc(C)cc4)C3=O)C2)c(OC)c1 (stereo not given)	-1.3	2.5	12	-15	1	5	.	1	2
S=c1[nH]nc(C2CCCCC2)n1/N=C/c1cccs1	-1.1	?	-1.4	.	1	-2	.	0	0
COc1cc(/C=N/NC(=O)CNc2n[nH]c(=O)[nH]c2=O)ccc1OCc1ccccc1	-0.4	0.0	-2.3	.	-5	17	1.7	0	-4
N=c1oc2ccccc2cc1C(=O)Nc1ccc(F)cc1	0.0	1.1	i	0	3	-6	-0.3	7	0
COc1ccc(OC)c(C(C(=O)NC2CCCCC2)N(Cc2ccco2)C(=O)c2ccccn2)c1 (stereo not given)	0.2	-0.6	-0.6	5	-9	12	1.6	-2	-2
N#C/C(=C/c1ccc(-c2ccccc2[N+](=O)[O-])o1)C(=O)NCCN1CCCCC1	-1.0	0.8	-0.5	0	-4	-17	-0.1	4	5
CNC(=O)c1cc2c(s1)CCCCCC2	-0.6	1.5	-2.9	-11	4	-2	.	1	-4
Cn1c(OCc2cccnc2)nc2c1c(=O)n(Cc1ccccc1)c(=O)n2C	0.7	-0.1	-0.6	3	13	0	.	0	2
COc1cc(C2C(C(=O)c3ccc(C)o3)=C(O)C(=O)N2Cc2ccccc2)ccc1O (stereo not given)	-1.2	0.6	-0.3	0	-1	5	0.1	0	.
O=c1ccc2nc3ccccc3sc-2c1	.	6.7	.	.	-15	.	0.0	-8	.
O=C(CC1NC(=S)NC1=O)c1ccc(Cl)cc1 (stereo not given)	-1.2	-0.9	i	1	9	1	-0.7	2	-3

In another format: entries from further up
The line under a structure holds: PfHsp40 rescue	BoNT-A LC inh2	Vc quorum ag	SSB-PriA inh	PrPC surface inh	Yp Topo-I inh	TcdB GH inh	Anthrax LF prot	SARS 3CLpro inh
> O=c1ccc2nc3ccccc3sc-2c1
    .	6.7	.	.	-15	.	0.0	-8	.
> N#C/C(=C/c1ccc(-c2ccccc2[N+](=O)[O-])o1)C(=O)NCCN1CCCCC1
    -1.0	0.8	-0.5	0	-4	-17	-0.1	4	5
> COc1cc(/C=N/NC(=O)CNc2n[nH]c(=O)[nH]c2=O)ccc1OCc1ccccc1
    -0.4	0.0	-2.3	.	-5	17	1.7	0	-4
> COc1cc(C2C(C(=O)c3ccc(C)o3)=C(O)C(=O)N2Cc2ccccc2)ccc1O (stereo not given)
    -1.2	0.6	-0.3	0	-1	5	0.1	0	.

(more compounds)
SMILES	PfHsp40 rescue	BoNT-A LC inh2	Vc quorum ag	SSB-PriA inh	PrPC surface inh	Yp Topo-I inh	TcdB GH inh	Anthrax LF prot	SARS 3CLpro inh
COc1ccc(NC(=O)COC(C)=O)cc1Cl	1.1	0.9	0.8	3	2	-8	0.0	0	5
COc1cccc(Cn2c3ccc(NC(=O)CCc4ccc(F)cc4)cc3c(=O)n2C)c1	.	-0.5	-0.1	.	14	22	-1.6	-8	.
NC(=S)NNC(=O)/C(=C/c1ccc(Br)cc1)NC(=O)c1ccccc1	1.0	0.0	0.0	-8	1	-3	-0.8	-6	2
Nc1c(-c2ccccc2)cnn1-c1ccc(C(=O)O)cc1	0.2	0.6	0.9	-5	-7	-4	.	3	0
COc1ccccc1-c1sc2cc3c(cc2c1-c1ccc(O)cc1)OCO3	?	-1.5	-0.4	-12	2	-16	-0.3	-4	.
CN(C)c1ccc(C(=O)NCc2ccc3c(c2)CCO3)cc1	.	-1.2	0.7	1	-7	3	0.9	-10	0
Cc1ccc2c(CC(=O)Nc3ccc(F)c(S(=O)(=O)N4CCOCC4)c3)coc2c1	0.2	-2.3	-3.1	-15	9	3	0.9	0	.
O=C(C1CC1)N1CCN=C1SCc1ccccc1	-2.9	-0.3	-0.3	-39	-3	0	0.6	5	1
CCOCCn1c(SCC(=O)OCc2ccccc2)nc2c1c(=O)[nH]c(=O)n2C	1.8	0.0	-0.6	-4	-5	6	-2.5	1	.
O=C1CN(C(=O)CC2c3ccccc3-c3ccccc32)CC(=O)N1	-0.3	0.2	-0.4	-9	0	-1	.	0	7
CN(C)S(=O)(=O)c1ccc(Cl)c(NC(=O)COC(=O)CN2C(=O)NC(C)(C)C2=O)c1	-0.9	-0.1	i	1	4	2	.	-9	-5
COc1cc(/C=C2\CCCc3c2nc2ccccc2c3C(=O)O)cc(Br)c1O	-0.6	-0.3	-0.1	-7	-6	1	-19	-2	3
NC(=O)N/N=C/c1c(O)ccc2oc3c(c12)CCCC3	0.0	0.2	-0.2	.	6	-2	-2.1	-2	4
CC1CCCCN1C(=O)Nc1cccc(C(F)(F)F)c1 (stereo not given)	0.6	-0.5	i	5	-2	-3	0.6	-1	4
Clc1ccc(CSc2cc3c(nn2)-c2ccccc2CC3)cc1	0.8	-0.3	1.4	-23	11	-6	.	0	1
C#CCOc1ccc2ccccc2c1/C=C(/C#N)c1ccc(C(=O)O)cc1	-1.0	0.1	i	11	3	1	-4.0	-4	9
CCOC(=O)C1CCN(C(=O)CCn2c(=O)[nH]c3ccccc3c2=O)CC1	0.1	1.6	-0.2	-10	2	4	.	-2	-2
O=C1C(=Cc2ccc(Br)o2)C(=O)c2ccccc21	6.6	2.6	-0.4	37	.	-31	.	6	0
O=C(COC(=O)c1cccc(OC(F)F)c1)NC1CCCC1	-1.4	-0.5	i	-1	-7	-3	-0.4	-4	1
N#Cc1ccc(Oc2c(Cl)cncc2Cl)cc1	0.8	0.2	-0.6	-8	6	1	1.3	5	-2
CCC(C)NC(=S)N1CCN(C)CC1 (stereo not given)	.	.	.	3	-5	.	1.0	.	-1
O=C(CN(Cc1ccc(Br)cc1)S(=O)(=O)c1ccccc1)NCC1CCCO1 (stereo not given)	0.0	4.1	i	-27	3	11	2.5	-2	-3
Nc1cc(C(=O)O)ccc1N1CCCCCC1	0.1	0.1	i	12	-9	-2	.	-4	-6
O=C(COc1ccccc1C(=O)NCc1ccncc1)Nc1ccc(Br)cc1	0.0	-0.7	-0.6	-16	15	14	-0.6	0	-1
CC(=O)Nc1ccc(OC(=O)c2cccs2)cc1	-0.7	?	i	2	1	13	.	-1	0
COc1ccc(C[C@H]2NC[C@H](O)[C@H]2OC(C)=O)cc1	0.2	-0.6	i	-6	89*	3	0.6	-8	.
Cc1cccc(NC(=O)c2cc(S(=O)(=O)N3CCCCC3)c[nH]2)c1	.	-0.4	-0.4	.	-1	3	0.8	-12	.
COc1ccc(C(=O)c2cnc3cc4c(cc3c2C)OCO4)cc1	-0.3	-0.1	i	-5	2	3	.	-5	-2
CC1CC(C)(C)CC2(C1)NC(=S)N(c1ccccc1)N2 (stereo not given)	3.2	0.3	2.3	-14	2	2	.	1	4
COc1ccc(NC(=O)CSc2nnnn2C2CCCC2)cc1	0.2	-1.3	-0.3	-4	3	-2	0.8	1	2
CCn1c(SCc2ccccc2F)nnc1-c1ccncc1	-1.3	-1.6	-2.2	-6	0	7	-0.3	10	0
CN(CC(=O)Nc1ccc(F)c(F)c1F)C(=O)C1COc2ccccc2O1 (stereo not given)	0.5	2.2	-2.9	10	-3	5	0.4	0	.
O=c1[nH][nH]c(C(F)(F)F)c1C=NCc1cccc(Cl)c1	0.4	-1.6	-1.4	-8	-2	8	.	-1	2
COCCNC(=S)N(CCO)Cc1cc2cc3c(cc2[nH]c1=O)OCO3	-0.4	-2.1	-8.3	-12	-2	-2	-2.7	-8	-6
C[C@@H]1CN([C@H](C)CO)C(=O)CCCn2nncc2CO[C@H]1CN(C)S(C)(=O)=O	.	-0.3	i	.	-5	-1	0.2&0.7	-5	.
O=c1oc2c(CN3CCCCC3)c(O)ccc2c2c1CCCCC2	0.2	-2.4	-0.4	-13	3	2	.	1	1
O=C(NC1CCCC1)C(c1ccccc1)N(C(=O)c1csnn1)c1ccccc1F (stereo not given)	0.7	0.3	-3.8	1	2	12	-6.8	-8	3
O=C(O)c1cc(-c2ccccc2)n(-c2ccc(F)cc2)n1	-1.8	-2.8	i	2	-7	5	2.1	-2	2
O=C(Nc1ccc(S(=O)(=O)N2CCCCC2)cc1)C1CC(=O)N(c2ccc(F)cc2)C1 (stereo not given)	0.5	-5.7	i	5	4	12	0.2	-7	2
Cc1ccc(C)c(NC(=O)CCNC(=O)N2C[C@H]3C[C@@H](C2)c2cccc(=O)n2C3)c1	-0.9	0.7	-0.5	.	-10	-4	0.5	5	2
Cc1ccccc1OCCCCCNCCO	-1.2	-0.3	5.6	-30	0	-1	0.1	-2	-6
CCCS(=O)(=O)NC(=O)C1(C)CCN(C(=O)Cc2ccc3ccccc3c2)C1 (stereo not given)	.	-0.5	0.8	.	-9	4	0.1	-3	.
Cc1cc2nc(SCCOC(=O)Nc3ccccc3)nc(C)c2cc1C	2.0	-0.4	i	-6	2	24	.	-3	0
Cn1c(NNC(=O)/C=C/c2ccc3c(c2)OCO3)cc(=O)n(C)c1=O	0.1	2.8	-0.4	3&4	-5	13	-0.5	2	8
C=CCOc1ccc(C(=O)Nc2ccc3c(c2)n(C)c(=O)n3C)cc1	-0.5	-2.1	i	-8	0	0	1.2	-1	-2
N/C(=N\OCC(=O)Nc1ccc(F)c(Cl)c1)c1ccccc1	0.6	-0.2	-1.7	.	4	-1	-0.5	-4	.
O=C(CC1SC(=O)NC1=O)Oc1ccc(/C=N/NC(=O)c2ccccc2O)cc1 (stereo not given)	2.0	-0.7	-0.1	i	3	-1	1.5	-6	3
COc1ccc(OCCSc2nnc(-c3ccoc3C)n2C)cc1	0.4	-0.1	-1.6	-6	-3	3	.	0	-3
O=c1[nH]nc(Cc2ncc(C(F)(F)F)cc2Cl)c2ccccc12	-0.9	-4.6	i	0	1	8	-0.1	0	-5
Cc1oncc1C(=O)Nc1cccc2ccccc12	0.3	?	i	-5	-6	0	0.7	?	2
CC1CC(C)CN(C(=O)c2ccc(CSc3nc4ccncc4[nH]3)cc2)C1 (stereo not given)	1.0	0.6	.	-6	5	18	-3.8	-8	-1

Only part of the results is shown, so the mix of outcomes need not match the whole.
